Screening data as filed in PubChem.
NR3A LBD binder – NR3A (human) ligand-binding domain modulation | 340,000 tested, 2.5% active | AID 1259313 | Tm shift relative to glycine control, % at 25 µM | NR3A LBD differential scanning fluorimetry, Tm shift; 0% = protein alone, 100% = glycine-bound protein;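 active = melting temperature shift of at least 10% of the positive control shift, at one fixed dose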
APJ ag – activates the human apelin receptor APJ | activation, % at 20 µM | CHO-K1 APJ PathHunter beta-arrestin, luminescence; 0% DMSO wells, 100% apelin | 330,000 tested, 0.11% active | AID 2520;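 active = activation more than six SD over the plate average, tested at 20 µM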;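 also: 0% = DMSO alone and 100% = apelin-13 at 10 nM; some results filed as inactive read as strong as hits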
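Test system: CHO-K1 APJ beta-arrestin complementation cell line. Amount: cell density 1000 per well. Controls: DMSO negative, 10 nM Apelin-13 positive. Signal: luminescent beta-gal fragment complementation, chemiluminescent substrate. Read-out basis: agonist-driven arrestin binding to APJ. Timing: compound stimulation 90 min at 25 °C, detection 60 min.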
tim10-1 inh – tim10-1 yeast growth inhibition; S. cerevisiae tim10-1 ts strain growth, BacTiter-Glo, 24 h; inhibition, % at 20 µM; 330,000 tested, 2.2% active; AID 463190;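 active = inhibition of at least 40%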;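 also: mutant grown at 25 °C; 0% = DMSO wells with yeast and 100% = wells holding no yeast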
NLRP3 yeast inh – blocks the NALP3 inflammasome reconstituted in yeast | AID 2825 | inhibition, % at 10 µM | 330,000 tested, 0.39% active | Yeast reconstituted NLRP3/ASC/caspase-1, beta-gal luminescence, 24 h;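 active = inhibition of 50% or more; inactive = inhibition below 50%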;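 also: plate controls were induced DMSO wells for no effect and uninduced yeast grown without galactose for full effect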
tim23-1 inh – growth inhibitors of tim23-1 mutant yeast; S. cerevisiae tim23-1 growth, BacTiter-Glo luminescence, 24 h; inhibition, % at 20 µM; 330,000 tested, 1.3% active;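 active = growth inhibition of the mutant yeast at or above 50%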;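 also: temperature-sensitive mutant grown at 25 °C; plate controls were DMSO-treated mutant yeast for no effect and medium wells lacking yeast for full effect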
UPR XBP1 act – activators of adaptive arm of unfolded protein response (XBP1). CHO-XBP1 luciferase reporter, IRE1-XBP1 UPR activation, luminescence; percent of tunicamycin response, DMSO as zero. activation, % at 20 µM. 330,000 tested, 0.33% active. AID 463104;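 active = versus positive control, 20 µM dose yields 30% or more activation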;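 also: 100% = tunicamycin at 10 µg/mL and 0% = DMSO only wells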
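Material: CHO cell line with stable XBP1 luciferase reporter; buffer or medium: F12 medium containing 10% fetal bovine serum; compound: single point, 20 µM final compound, 1% DMSO; incubation: 6 h treatment, 37 °C; measured by: glow luminescence from Steady-Glo reagent; evaluation: activation, % of tunicamycin; control set: tunicamycin high, DMSO low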
Mdm2-MdmX inh – disrupts the human Mdm2-MdmX interaction; O15151+Q00987; SaOS-2 split-luciferase Mdm2/MdmX complementation, luminescence; inhibition, % at 8 µM; 330,000 tested, 3% active; AID 485346;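 active = inhibition of at least 50% at 8 µM in the primary screen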
Target sequence (O15151 whole entry, looked up): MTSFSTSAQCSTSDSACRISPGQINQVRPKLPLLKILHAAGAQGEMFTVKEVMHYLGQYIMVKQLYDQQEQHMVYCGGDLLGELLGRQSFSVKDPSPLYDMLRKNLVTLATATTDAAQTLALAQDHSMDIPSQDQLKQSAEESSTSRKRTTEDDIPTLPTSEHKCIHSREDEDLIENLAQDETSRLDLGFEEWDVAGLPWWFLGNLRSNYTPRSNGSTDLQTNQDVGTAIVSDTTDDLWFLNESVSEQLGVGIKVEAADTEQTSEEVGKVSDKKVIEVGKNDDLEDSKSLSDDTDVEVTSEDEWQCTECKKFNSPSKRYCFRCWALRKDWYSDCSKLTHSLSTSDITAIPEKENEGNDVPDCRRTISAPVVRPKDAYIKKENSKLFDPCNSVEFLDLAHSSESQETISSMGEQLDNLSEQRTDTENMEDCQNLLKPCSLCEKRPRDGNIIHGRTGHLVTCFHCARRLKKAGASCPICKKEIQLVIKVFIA
Target sequence (Q00987 whole entry, looked up): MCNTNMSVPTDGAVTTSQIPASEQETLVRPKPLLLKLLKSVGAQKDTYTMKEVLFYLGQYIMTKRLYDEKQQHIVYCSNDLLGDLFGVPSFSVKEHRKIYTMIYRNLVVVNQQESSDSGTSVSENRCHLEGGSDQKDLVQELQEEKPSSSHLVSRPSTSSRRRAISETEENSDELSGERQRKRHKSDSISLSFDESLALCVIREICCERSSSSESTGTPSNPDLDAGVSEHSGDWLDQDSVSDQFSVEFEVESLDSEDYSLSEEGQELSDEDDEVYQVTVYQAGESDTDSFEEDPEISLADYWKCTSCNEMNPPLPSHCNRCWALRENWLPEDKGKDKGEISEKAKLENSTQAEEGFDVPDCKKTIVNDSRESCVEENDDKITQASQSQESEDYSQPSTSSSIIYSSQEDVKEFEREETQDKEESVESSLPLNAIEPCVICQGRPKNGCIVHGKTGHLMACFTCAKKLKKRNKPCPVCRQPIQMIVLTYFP
UPR CHOP act – apoptotic UPR (CHOP) activation; CHO-CHOP luciferase reporter, luminescence; percent of tunicamycin response over DMSO baseline; activation, % at 10 µM; 330,000 tested, 0.34% active;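 active = at 10 µM dose, activation of 40% or more, normalized to positive control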;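 also: 100% = tunicamycin at 10 µg/mL and 0% = DMSO alone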
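System: CHO-CHOP luciferase reporter cell line; amount: 500 cells/well; buffer or medium: F12 medium containing 10% fetal bovine serum; incubation: 6 h compound exposure at 37 °C after overnight seeding; measured by: luciferase luminescence after 10 min with Steady-Glo reagent; evaluation: % reporter activation, DMSO baseline versus tunicamycin full activation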
TIM10 inh – growth inhibitors of TIM10 yeast strain; S. cerevisiae TIM10 strain growth, BacTiter-Glo luminescence, 24 h; inhibition, % at 10 µM; 330,000 tested, 1.4% active;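 active = inhibition of 40% or more at the single tested concentration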;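 also: wild-type TIM10 isogenic control strain grown at permissive 25 °C; 0% = DMSO yeast wells and 100% = minimal medium wells without yeast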
Active calls of the source: *; x = not tested or not shown. This is a random part of the collection; any-hit rate near 8.2%.

SMILES | NR3A LBD binder | APJ ag | tim10-1 inh | NLRP3 yeast inh | tim23-1 inh | UPR XBP1 act | Mdm2-MdmX inh | UPR CHOP act | TIM10 inh
Cc1cc(=O)[nH]c2nnc(SCC(=O)N3CC(C)OC(C)C3)n12 (stereo unspecified) | -1 | -2 | -8 | 4 | -10 | -3 | 11 | -0.6 | -10
O=S(=O)(CCN1CCCCC1)Oc1ccc(Cl)cc1Cl | -3 | -2 | 37 | 12 | 41 | -2 | -8 | -1.7 | 50*
CNS(=O)(=O)c1cccc(C(=O)OCC(=O)NC2CCCC(C)C2C)c1 (stereo unspecified) | 0 | -2 | -13 | 6 | -5 | 0 | 6 | 0.4 | -4
CCC1CCCCN1CCCNC(=O)c1ccc(CS(=O)(=O)c2ccc(Br)cc2)o1 (stereo unspecified) | 3 | -7 | 17 | 17 | 14 | -4 | 2 | -2.0 | -14
O=C(O)c1csc(Br)c1Br | 2 | -2 | -3 | 14 | 7 | -2 | -6 | 0.6 | 3
CCOC(=O)C1=C(O)/C(=C/c2cc(OC)c(OC)c(OC)c2)N=C1C | 0 | 0 | 14 | 2 | 19 | -2 | -10 | -2.1 | -6
CC(C)(C)C(=O)N1CCN(c2ccc([N+](=O)[O-])c(NCC3CCCO3)c2)CC1 (stereo unspecified) | -1 | -2 | 22 | 18 | 27 | -2 | 6 | 0.9 | 20
COc1ccc(-c2cc(-c3cc(OC)ccc3O)[nH]n2)cc1 | -2 | -3 | 44* | 12 | 59* | 3 | -79 | 5.4 | 51*
COc1ccc2c(c1)OC[C@H]1[C@H]2N2C(=O)c3cc(Cl)ccc3NC(=O)[C@@]2(C)[C@H]1c1ccccc1 | -3 | 6 | 33 | 6 | 38 | -6 | 46 | 0.1 | 21
CCN(CC(=O)Nc1c(F)cccc1F)C(=O)Cc1csc(-c2ccccc2)n1 | 0 | 3 | 16 | 31 | 20 | -4 | 35 | 0.8 | 6
COc1ccc(-c2ccc(C)cc2)cc1[C@H]1[C@@H]2C=CCC[C@@]2(C)C(=O)N1Cc1ccccc1 | 1 | 7 | 24 | 12 | -7 | 0 | 40 | 0.0 | 2
Cc1cc(-c2ccc(C(C)C)c(S(=O)(=O)Nc3cc(C)on3)c2)on1 | -3 | 1 | 11 | 1 | 18 | -1 | 10 | 3.3 | 11
COc1cccc(/C=N/Nc2nnc3c(n2)[nH]c2ccccc23)c1OC | -2 | 1 | -14 | 19 | -12 | 2 | 19 | 1.6 | -7
O=[N+]([O-])c1cc(S(=O)(=O)N2CCCC2)ccc1SCCO | 1 | -3 | 15 | 6 | 3 | -1 | -3 | 0.8 | 16
Cc1cc(NC(=O)CCc2ccccc2)c([N+](=O)[O-])cc1C | 0 | 1 | 16 | 4 | 10 | 2 | 35 | -0.5 | -23
COc1ccc(C(=O)Sc2nncc3ccccc23)cc1 | 13* | -1 | 45* | -25 | 48 | 0 | 6 | -0.7 | 42*
CN(CC(=O)Nc1cccc(F)c1)C(=O)CCSc1ccc(F)cc1 | -4 | -1 | 16 | 2 | 2 | -3 | 9 | 0.7 | -8
O=C(c1ccccn1)N1CCN(c2cccc(C(F)(F)F)c2)CC1 | -2 | -3 | 10 | -4 | 4 | 0 | -15 | -0.6 | 7
CC(Nc1ccc(N2CCOCC2)cc1)C(=O)N1c2ccccc2CC1C (stereo unspecified) | 0 | -1 | 5 | 22 | 23 | 1 | -18 | -3.0 | 9
Cc1sc2nc(CSCC(=O)N(CCC#N)c3ccccc3)[nH]c(=O)c2c1C | -1 | -4 | 12 | 9 | 3 | 1 | 20 | -1.1 | 10

Five entries out of the list, ordered by length of the SMILES, largest number first.
SMILES | NR3A LBD binder | APJ ag | tim10-1 inh | NLRP3 yeast inh | tim23-1 inh | UPR XBP1 act | Mdm2-MdmX inh | UPR CHOP act | TIM10 inh
CCC1CCCCN1CCCNC(=O)c1ccc(CS(=O)(=O)c2ccc(Br)cc2)o1 (stereo unspecified) | 3 | -7 | 17 | 17 | 14 | -4 | 2 | -2.0 | -14
Cc1cc(-c2ccc(C(C)C)c(S(=O)(=O)Nc3cc(C)on3)c2)on1 | -3 | 1 | 11 | 1 | 18 | -1 | 10 | 3.3 | 11
O=[N+]([O-])c1cc(S(=O)(=O)N2CCCC2)ccc1SCCO | 1 | -3 | 15 | 6 | 3 | -1 | -3 | 0.8 | 16
O=S(=O)(CCN1CCCCC1)Oc1ccc(Cl)cc1Cl | -3 | -2 | 37 | 12 | 41 | -2 | -8 | -1.7 | 50*
COc1ccc(C(=O)Sc2nncc3ccccc23)cc1 | 13* | -1 | 45* | -25 | 48 | 0 | 6 | -0.7 | 42*

(next part)
SMILES | NR3A LBD binder | APJ ag | tim10-1 inh | NLRP3 yeast inh | tim23-1 inh | UPR XBP1 act | Mdm2-MdmX inh | UPR CHOP act | TIM10 inh
Cc1cccc(C(=O)NNC(=O)C2CCCO2)c1 (stereo unspecified) | 0 | 3 | -2 | -1 | 14 | -1 | 32 | -1.4 | -6
O=c1[nH]cnc2c1nnn2Cc1ccccc1 | -1 | 0 | -1 | 3 | 0 | 0 | 18 | -1.1 | -9
Cc1ccc(NC(=O)C2CCN(C(=O)N3CCOc4ccccc43)CC2)cc1 | 0 | -2 | 21 | 9 | 22 | -5 | 16 | 2.2 | -2
CNC[C@H]1Oc2ccc(NC(=O)Cc3cn(C)c4ccccc34)cc2CC(=O)N([C@@H](C)CO)C[C@H]1C | -9 | -3 | 0 | 2 | 0 | -1 | 20 | -1.0 | -1
CCOC(=O)c1c(O)c2ccccc2n(-c2ccccc2)c1=O | 11* | 2 | 14 | 10 | 3 | -1 | 0 | -0.1 | -13
O=C(c1ccc2c(c1)C(=O)N(CCCO)C2=O)c1ccc2c(c1)C(=O)N(CCCO)C2=O | -6 | 1 | 9 | -1 | 12 | -1 | 8 | -3.7 | 4
O=C(CSc1nnc(CCCN2C(=O)c3cccc4cccc(c34)C2=O)n1-c1ccccc1)N1CCCCC1 | -8 | 0 | 18 | 17 | 7 | 2 | -1 | 3.6 | 10
COc1ccccc1NC(=O)C1=C(C)Nc2nc(-c3cccs3)nn2C1c1cccc(O)c1 (stereo unspecified) | -3 | 1 | 11 | -10 | 6 | -1 | 25 | -0.6 | 1
COCc1cc(C)n(CC(=O)Nc2ccc(N3CCOCC3)cc2)c(=O)c1C#N | 1 | 10 | 9 | 11 | -1 | -4 | 10 | -0.7 | -4
Cn1c(SCC(=O)Nc2ccc(N3CCOCC3)c(Cl)c2)nnc1C(O)c1ccccc1 (stereo unspecified) | -1 | -6 | 9 | 12 | 1 | 0 | 18 | 43* | 2
CC(Oc1ccc(-c2nccc(-c3ccccn3)n2)cc1)C(=O)NN (stereo unspecified) | -2 | 5 | 20 | 7 | 13 | -4 | 17 | 0.4 | -11
CCOC(=O)C1=C(C)NC(=S)NC1c1ccco1 (stereo unspecified) | 2 | -2 | 3 | 16 | 9 | -1 | 26 | 0.8 | 3
CSc1cccc(CN2CCC(n3nccc3NC(=O)C3CC3)CC2)c1 | -2 | -3 | -11 | 6 | 50* | -9 | 8 | 1.0 | -8
CCCCCn1c(N2CCN(c3cccc(Cl)c3)CC2)nc2c1c(=O)[nH]c(=O)n2C | -2 | -1 | 18 | 7 | 19 | 14 | 40 | -2.5 | 13
CCN(c1cccc(C)c1)S(=O)(=O)c1cccc(C(=O)O)c1 | 2 | 4 | 5 | -26 | 13 | -1 | 6 | -0.2 | -7
CCCc1cc(=O)[nH]c(SCC(=O)c2c(N)n(C3CC3)c(=O)[nH]c2=O)n1 | 2 | 0 | 0 | 9 | 8 | 1 | 96* | -0.1 | 1
CCS/C(N)=N/N=C/c1cc(C)ccc1O | -1 | -4 | -4 | 14 | -2 | 0 | -145 | 8.3 | -2
CCOC(=O)c1c(S(=O)(=O)NCCc2ccccc2)c(C)n(C)c1C | 4 | -5 | 27 | -9 | 20 | -1 | 21 | 0.0 | 15
CC1Cc2cc(S(=O)(=O)N3CCN(c4cccc(Cl)c4)CC3)ccc2N1C(=O)C1CC1 (stereo unspecified) | 10* | -5 | 8 | 12 | -1 | -5 | 32 | 6.4 | 9
CSc1nnc2c(n1)OC(C)=Nc1ccccc1-2 | 0 | -3 | 8 | 6 | 5 | 1 | 24 | 0.6 | -12
Nc1ccc2oc(-c3cccc(Br)c3)nc2c1 | 1 | -1 | 60* | -15 | 37 | 2 | -208 | 6.4 | 37
CCCCCCCCOc1ccc(C2OC34CCCCC3C(C#N)(C#N)C2(C#N)C(=N)O4)cc1 (stereo unspecified) | -8 | 6 | 5 | 31 | 16 | -2 | 13 | 45* | -4
CC(C)(C)n1nnnc1CN(Cc1ccco1)Cc1cc2cc3c(cc2[nH]c1=O)OCO3 | 7 | 1 | 8 | 11 | 15 | -2 | 15 | 3.2 | -4
Cc1cccc(-n2ncc3c(N4CCc5ccccc54)ncnc32)c1 | x | -5 | 0 | 4 | -2 | 6 | 5 | 11 | -2
COc1ccc(OC)c(Cc2nnc(CCC(=O)NCc3ccsc3)o2)c1 | -2 | -3 | -18 | 25 | 10 | 4 | -9 | 4.3 | 2
CC(C)CCN1CCN(Cc2cccn2-c2ccccn2)CC1CCO (stereo unspecified) | 0 | -2 | 7 | -11 | 0 | 1 | -42 | -0.3 | -5
CN1CCN(NC(=O)c2cc([N+](=O)[O-])cc([N+](=O)[O-])c2)CC1 | -1 | 10 | 9 | 1 | 24 | -4 | -10 | 0.7 | -4
CC(C)c1cc(CNC(=O)c2ccc(OC3CCN(Cc4ccccn4)CC3)cc2)on1 | 3 | 0 | -13 | 24 | -4 | -4 | 24 | -2.0 | -2
CC(=O)N1CCOc2cc(S(=O)(=O)NCc3ccc(F)cc3)c(C)cc21 | 0 | -3 | 6 | 15 | -1 | -4 | -19 | 0.0 | 4
CCOc1ccc(CN(C)C(=O)c2ccc3ccccc3n2)cc1 | 3 | -3 | -15 | 2 | 15 | -2 | -3 | 1.0 | 14
Cc1cccn2c(=O)nc(SCC(=O)Nc3ccc4c(c3)OCO4)nc12 | -2 | -2 | -14 | 6 | -23 | -1 | 12 | -1.2 | -10
O=C1CC(=O)CC(c2ccccc2)C1 | 0 | -2 | 12 | -2 | 8 | 0 | -5 | -0.5 | 12
Cc1cc(NC(=O)COC(=O)c2ccc([N+](=O)[O-])cc2Cl)no1 | -2 | 5 | 2 | 16 | 16 | 0 | -47 | -1.5 | 8
N#CC(=C1CCCC1)c1nc(-c2ccccc2)cs1 | -6 | 0 | 7 | 21 | -7 | 5 | -230 | 5.7 | -5
Cc1cc(C)c(S(=O)(=O)N2CCN(S(=O)(=O)N3CCCCCC3)CC2)c(C)c1 | 0 | -1 | 13 | 24 | 6 | -3 | 21 | -0.7 | -22
O=C(CSCc1ccccc1)Nc1ccc(S(=O)(=O)N2CCOCC2)cc1 | 1 | 0 | 9 | -9 | 3 | -3 | 6 | -1.6 | -13
CC(=O)c1c(C)[nH]c(C(=O)CSc2nnc(C)s2)c1C | -2 | -4 | -2 | 18 | 16 | 0 | -4 | 1.9 | 3
